Screens (PubChem BioAssay)
DNA FID counter = displaces DNA intercalator in HCV helicase counter-screen | 290,000 tested, 0.17% active | AID 1845 | inhibition, % at 7.9 µM | DNA fluorescent intercalator displacement, fluorescence; in the data active means inhibition above about 37%;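 further: 0% = vehicle and 100% = reference compound; higher means more ethidium bromide displaced from hairpin DNA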
HCV NS3 hel inh = HCV NS3 helicase inhibition | NS3 helicase DNA unwinding, Cy5 molecular beacon fluorescence | inhibition, % at 10.9 µM | 290,000 tested, 0.56% active;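 active means inhibition above the mean of all tested compounds plus 3 SD, set per campaign, cut at about 35% in these data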;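 further: 0% = DMSO wells and 100% = thioflavine S control wells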
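assay system = NS3 helicase fragment of HCV | buffer or medium = MOPS pH 6.5, MgCl2, DTT, Tween20, BSA | timing = 60 min unwinding reaction at 25 °C after ATP addition | signal = Cy5 beacon fluorescence read at start and 1 h | read-out basis = % inhibition of unwinding | control set = low DMSO, high thioflavine S at 110 µM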
MEKK2wt PB1 HTS = raises or lowers MEK5 binding to wildtype human MEKK2 PB1 domain | Q9Y2U5 | binding response (% of control), % at 10 µM | bead flow cytometry, Alexa488-MEK5 binding to MEKK2 WT; actives lie on both sides | 290,000 tested, 1.1% active; in the data active means binding response below about 67% or above about 130%
MEKK3 PB1 HTS = modulators (inhibitors or enhancers) of MEK5 binding to human MEKK3 PB1 domain. Q99759. bead-based flow cytometry, Alexa488-MEK5 binding to MEKK3; actives lie on both sides; 0 = blocked by unlabeled MEK5, 100 = vehicle. binding response (% of control), % at 10 µM. 290,000 tested, 1.4% active;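 active means binding response more than 3 SD above or below the average of its plate-row segment, actives on both sides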;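 further: Alexa488 bead fluorescence after subtracting the streptavidin-only scavenger bead signal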
Target sequence (Q99759 whole entry, looked up, the tested form may be a part): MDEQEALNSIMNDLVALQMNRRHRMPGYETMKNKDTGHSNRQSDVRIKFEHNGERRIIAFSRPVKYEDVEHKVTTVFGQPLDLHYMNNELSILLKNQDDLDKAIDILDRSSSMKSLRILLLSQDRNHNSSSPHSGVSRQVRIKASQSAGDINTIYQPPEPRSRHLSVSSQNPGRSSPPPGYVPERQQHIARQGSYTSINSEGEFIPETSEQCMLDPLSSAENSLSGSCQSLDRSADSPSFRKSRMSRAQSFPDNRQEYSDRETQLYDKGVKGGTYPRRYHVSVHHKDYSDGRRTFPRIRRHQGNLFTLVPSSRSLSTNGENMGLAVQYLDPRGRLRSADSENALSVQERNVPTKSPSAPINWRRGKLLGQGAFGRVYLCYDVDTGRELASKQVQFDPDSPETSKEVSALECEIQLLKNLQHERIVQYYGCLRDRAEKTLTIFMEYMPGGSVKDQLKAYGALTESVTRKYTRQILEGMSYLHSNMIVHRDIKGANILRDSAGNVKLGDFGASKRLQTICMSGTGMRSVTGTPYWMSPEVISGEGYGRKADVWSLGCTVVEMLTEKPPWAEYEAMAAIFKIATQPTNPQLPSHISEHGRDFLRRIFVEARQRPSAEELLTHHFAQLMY
CRFR2-BP antag = CRF-BP/CRF-R2 complex antagonism. HEK293 CRF-R2/CRF-BP, CRF-induced calcium fluorescence. inhibition, % at 11.8 µM. 350,000 tested, 0.59% active;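 active means inhibition of the ligand-induced calcium signal above about 50% at the single tested concentration, limit read from the data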
UBC9 SUMO inh = SUMOylation inhibition | P63279 | HTRF SUMOylation assay, SAE1/SAE2 + UBC9, in vitro | inhibition, % at 35 µM | 290,000 tested, 0.36% active; in the data active means inhibition above about 50%, passing the limit was not always enough; further: strong numbers were not always called active
Target sequence (P63279 whole entry, looked up): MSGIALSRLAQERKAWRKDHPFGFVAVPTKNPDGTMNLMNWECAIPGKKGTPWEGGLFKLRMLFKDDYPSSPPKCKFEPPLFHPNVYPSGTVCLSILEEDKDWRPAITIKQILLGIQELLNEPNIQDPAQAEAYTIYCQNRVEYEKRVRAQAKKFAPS
GalR3 antag = blocks the human galanin receptor 3. inhibition, % at 3 µM. HEK293 GalR3-CNG cAMP membrane potential fluorescence; galR3 body fused to GalR1 C-terminus. 360,000 tested, 0.44% active. O60755;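 active means inhibition above the screen-wide average plus 3 SD, cut at about 13% in these data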;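 further: forskolin and galanin both at EC90 stimulate the cells; cAMP rise reported by CNG channel membrane potential dye signal; 0% = forskolin plus galanin with DMSO and 100% = forskolin alone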
MEKK2 mut-MEK5 = signal of MEK5 binding to mutant human MEKK2 PB1 domain. bead flow cytometry, Alexa488-MEK5 binding to MEKK2 mutant. percent response, % at 10 µM. 290,000 tested, 0.35% active; in the data active means percent response above about 24%, passing the limit was not always enough; further: inactives centre near 1; some results filed as inactive read as strong as hits
CRFBP-R2 agonist = CRF-BP/CRF-R2 complex agonism; HEK293 CRF-R2/CRF-BP, calcium dye fluorescence (FLIPR); percent of saturating CRF peptide response; activation, % at 13.2 µM; 350,000 tested, 0.46% active;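 active means activation of at least 50%, plus an integration ratio under a set limit after plate pattern correction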;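 further: plate controls were neutral control wells without compound for no effect and CRF at EC100 for full effect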
* hit, by the source's call; . = no result given. Only part of the results is shown, so the mix of outcomes need not match the whole.

1) COc1cccc(C(=O)CSc2nnc(-c3cccs3)o2)c1
2) COc1ccc(-n2ncc(C(=O)NC3CC3)c2C2CCN(C(=O)OC(C)(C)C)CC2)cc1
3) C=CCN(C(=O)c1csnn1)C(C(=O)NC1CCCC1)c1c(F)cccc1Cl (stereo unspecified)
4) OC(COC(c1ccc(Cl)cc1)c1ccc(Cl)cc1)CN1CCc2ccccc2C1 (stereo unspecified)
5) Cc1ccc(C(=O)NCCCNC(=O)c2ccc(Cl)cc2)cn1
6) Cc1ccc(/C=N/NC(=O)c2cccnc2)o1
7) O=C(NC(c1ccccc1)C(Cl)(Cl)Cl)c1ccccc1 (stereo unspecified)
8) COC(=O)c1ccccc1NC(=O)CN1CCC(n2nnc3cc(C(F)(F)F)ccc32)CC1

Assay by compound	1	2	3	4	5	6	7	8
DNA FID counter	-17	-67	-18	15	-8	-4	-6	-6
HCV NS3 hel inh	3	5	-1	-74	2	8	-7	-1
MEKK2wt PB1 HTS	103	102	153*	164*	96	91	90	.
MEKK3 PB1 HTS	101	106	105	110	98	90	89	.
CRFR2-BP antag	-5	-8	4	-77	6	6	25	-3
UBC9 SUMO inh	0	12	5	-38	12	3	1	2
GalR3 antag	-1	-8	-6	-3	-6	-7	-1	-3
MEKK2 mut-MEK5	5	6	14	14	0	-13	-3	.
CRFBP-R2 agonist	-0.1	0.5	-2.7	2.5	2.2	1.2	-0.2	-0.4

9) O=C1CC(C(=O)Nc2nccs2)C(c2ccccc2)O1 (stereo unspecified)
10) O=C(CSc1nnc(SCc2ccccc2Cl)s1)N/N=C/c1ccc(C(=O)O)cc1
11) O=C(Nc1cccnc1)c1ccc(-c2cc(Cl)ccc2Cl)o1
12) COc1cccc(C(=O)Nc2nnc(-c3cccs3)s2)c1
13) O=S(=O)(Nc1ccc(N2CCOCC2)cc1)c1ccc(F)cc1
14) COc1ccccc1-c1nnc(NC(=O)C(C)SC2=NCCS2)s1 (stereo unspecified)
15) COc1cccc(N2CCN(C3CC(=O)N(c4cccc(Cl)c4)C3=O)CC2)c1 (stereo unspecified)
16) COc1cccc(Nc2nc(NCC3CCCO3)c3ccccc3n2)c1 (stereo unspecified)

Assay by compound	9	10	11	12	13	14	15	16
DNA FID counter	.	-27	-10	-1	-2	-21	-25	16
HCV NS3 hel inh	.	19	2	3	2	-29	-5	-19
MEKK2wt PB1 HTS	97	103	97	99	91	108	100	144*
MEKK3 PB1 HTS	99	101	100	99	88	109	100	106
CRFR2-BP antag	-4	-9	-30	-7	4	-21	7	10
UBC9 SUMO inh	10	23	22	21	9	-8	-3	3
GalR3 antag	-1	-2	-3	-5	-4	.	-4	-7
MEKK2 mut-MEK5	-3	9	-4	5	-2	9	-3	20
CRFBP-R2 agonist	-0.4	0.3	-1.7	5.2	-0.5	4.2	-1.0	-1.2

17) CNc1nc(N)c(C(=O)C23CC4CC(CC(C4)C2)C3)s1
18) O=C(CSc1nnnn1-c1ccc2c(c1)OCCO2)N1CCN(C(=O)c2ccco2)CC1
19) O=C(Nc1ccccc1)C1=C[C@H](c2ccc3c(c2)OCO3)C[C@H](OCc2ccc(CO)cc2)O1
20) COc1ccc(OCC(=O)Nc2c(C(=O)N(CCN(C)C)Cc3ccco3)oc3ccccc23)cc1
21) Cc1ccc(S(=O)(=O)N(C)C)cc1NC(=O)C(C)Sc1ccccc1 (stereo unspecified)
22) Cc1ccc(SC(CC(=O)c2ccc(C)cc2)C(=O)O)cc1 (stereo unspecified)
23) Cc1cccc(OCCn2c(=O)sc3ccccc32)c1
24) CC(C)NS(=O)(=O)c1ccc(NC(=O)Cc2cccs2)cc1

Assay by compound	17	18	19	20	21	22	23	24
DNA FID counter	-8	-19	-30	41*	-15	1	-8	2
HCV NS3 hel inh	-25	-6	-11	-73	-5	6	7	-8
MEKK2wt PB1 HTS	90	82	99	117	99	101	104	96
MEKK3 PB1 HTS	100	97	100	100	102	104	101	96
CRFR2-BP antag	-116	2	-27	-22	12	-7	13	-20
UBC9 SUMO inh	28	-10	-8	1	16	6	15	3
GalR3 antag	-3	-7	-5	-3	-1	-2	-2	-3
MEKK2 mut-MEK5	-5	-9	-1	5	-2	-1	4	-1
CRFBP-R2 agonist	3.2	0.1	-0.1	2.6	-1.1	1.9	-2.1	0.8

25) O=C(c1cccs1)N1CCN(S(=O)(=O)c2ccccc2)CC1
26) C/C=C\C=C/C(=O)Nc1cccc(C2=NOC3(C2)C[C@H](C(N)=O)N(C(=O)c2ccc(OC)cc2)C3)c1 (stereo partly specified)
27) Cc1cccc(NCc2n[nH]c(=S)n2-c2ccccc2)c1
28) COc1ccccc1-c1noc(CCC(=O)NC2CCCC2)n1
29) COCCNC(=O)CN(c1ccc(F)cc1)S(=O)(=O)c1ccc2c(c1)OCCO2
30) COc1ccc(-c2ocnc2C(=O)N2CCN(Cc3cccnc3)CC2)cc1
31) c1ccc(-c2noc(-c3ccncc3)n2)nc1
32) CCOC(=O)c1c(C)[nH]c(C(=O)N/N=C/c2cc([N+](=O)[O-])ccc2O)c1C

Assay by compound	25	26	27	28	29	30	31	32
DNA FID counter	-3	.	-5	-10	-17	-11	-1	-6
HCV NS3 hel inh	4	.	-4	-3	5	-10	5	21
MEKK2wt PB1 HTS	99	91	90	92	98	98	102	98
MEKK3 PB1 HTS	101	98	97	95	98	100	106	102
CRFR2-BP antag	-1	-8	-4	14	6	50	-2	7
UBC9 SUMO inh	-3	24	20	1	23	15	15	-33
GalR3 antag	-1	-2	1	-6	-7	-3	-1	-6
MEKK2 mut-MEK5	-2	-13	-9	-4	0	4	5	-4
CRFBP-R2 agonist	-0.2	-1.1	1.7	2.2	-0.1	-2.6	0.9	-0.8

33) CN(C)CCN1CC(O)=C(c2nc3ccccc3s2)C1=N
34) O=C(Oc1ccc(-n2cnnn2)cc1)c1ccco1
35) COc1cccc(-c2noc(C(C)n3nc(C)c([N+](=O)[O-])c3C)n2)c1 (stereo unspecified)
36) COc1cccc(C(=O)NN2CC(O)=C(c3nc4ccccc4s3)C2=N)c1
37) CN(C)S(=O)(=O)N1CCc2ccccc21
38) COc1ccc(-c2nc3ccncc3[nH]2)cc1OC
39) COc1ccccc1CNC(=O)CN1C(=O)COc2ccc(S(=O)(=O)N3CCCCC3)cc21
40) COc1ccc(C(=O)Nc2cccc(C(C)=O)c2)cc1S(=O)(=O)N1CCOCC1

Assay by compound	33	34	35	36	37	38	39	40
DNA FID counter	3	0	-6	-2	-1	1	-36	-8
HCV NS3 hel inh	-8	5	1	5	-3	4	-3	2
MEKK2wt PB1 HTS	99	89	101	94	109	103	107	99
MEKK3 PB1 HTS	92	88	106	99	108	99	102	101
CRFR2-BP antag	8	3	17	13	1	12	-6	7
UBC9 SUMO inh	0	16	7	41	-6	65*	.	14
GalR3 antag	-1	6	-2	-6	-3	-2	-8	1
MEKK2 mut-MEK5	-1	-12	4	-4	5	2	6	-2
CRFBP-R2 agonist	-0.4	-3.5	0.8	0.3	0.7	0.1	-1.6	-0.3

41) CCOc1ccc2c(C)cc(=O)oc2c1OCC
42) O=C(CCCN1C(=O)C(c2ccccc2)Oc2cccnc21)NCc1ccccc1F (stereo unspecified)
43) COc1ccc(CCNC(=O)CN2CCC(C(N)=O)CC2)cc1
44) CCn1c(SCC(=O)Nc2nc3ccccc3s2)nnc1-c1ccc(OC)cc1
45) C/C(=N/NC(=O)CNC(=O)COc1ccccc1)c1ccc(Cl)cc1
46) CCC(C)c1ccc(NC(=S)NC(C)C2CCCO2)cc1 (stereo unspecified)
47) CC(=O)c1cccc(NC(=O)c2ccc3c(c2)OCO3)c1
48) Cc1cccc(-c2nc(NCCCN3CCOCC3)c3ccccc3n2)c1

Assay by compound	41	42	43	44	45	46	47	48
DNA FID counter	-8	-40	0	-6	-22	-16	-2	53*
HCV NS3 hel inh	3	8	1	-18	-27	1	2	22
MEKK2wt PB1 HTS	93	98	103	96	106	90	115	118
MEKK3 PB1 HTS	92	103	103	100	104	85	114	106
CRFR2-BP antag	-14	-8	-18	3	-13	-2	7	-13
UBC9 SUMO inh	28	.	-11	12	3	-15	19	2
GalR3 antag	-6	3	-3	0	3	-2	-6	-1
MEKK2 mut-MEK5	1	0	3	-6	2	-9	4	13
CRFBP-R2 agonist	0.7	-1.8	4.8	-2.6	-0.6	-0.6	-1.0	2.0

49) C/C(=N\OC(=O)c1cccc(Cl)c1)c1sc(C)nc1C
50) CNC(=O)COc1ccc(-c2nn(C)c(=O)c3ccccc23)cc1
51) COc1cc(C(=O)NCc2nnc(SCC(=O)NC3CCCCC3)o2)cc(OC)c1OC
52) Cc1ccc(OCc2cn3cccnc3n2)cc1
53) CNC1(c2nnnn2-c2ccccc2C)CCOC(C)(C)C1 (stereo unspecified)
54) CCc1ccc(N2CC34C=CC(O3)C(C(=O)OC(C)C)C4C2=O)cc1 (stereo unspecified)
55) Cc1cccc(C)c1NC(=O)N1CCN(C2CCCCC2)CC1
56) C=CCNS(=O)(=O)CC12CCC(CC1=O)C2(C)C (stereo unspecified)
57) Cc1cc(C)c2nc(/N=C(\N)NC(=O)c3ccccc3)nc(C)c2c1

Assay by compound	49	50	51	52	53	54	55	56	57
DNA FID counter	-16	-6	-25	-14	-3	-7	1	-2	-1
HCV NS3 hel inh	1	-3	4	17	8	-2	-4	6	-5
MEKK2wt PB1 HTS	101	77	96	92	100	95	99	112	103
MEKK3 PB1 HTS	102	76	98	81	97	97	105	113	100
CRFR2-BP antag	0	16	3	-24	7	-3	9	3	1
UBC9 SUMO inh	4	11	8	-13	27	22	14	-19	10
GalR3 antag	5	-3	-10	-4	1	-2	-2	4	3
MEKK2 mut-MEK5	3	-12	0	-3	-5	-2	4	2	2
CRFBP-R2 agonist	-2.9	0.7	0.0	-1.9	0.5	-1.8	-2.3	0.7	1.2

Filtered by structure, the compounds so far with an aryl thioether with sulfur outside any ring.
1) COc1cccc(C(=O)CSc2nnc(-c3cccs3)o2)c1
10) O=C(CSc1nnc(SCc2ccccc2Cl)s1)N/N=C/c1ccc(C(=O)O)cc1
18) O=C(CSc1nnnn1-c1ccc2c(c1)OCCO2)N1CCN(C(=O)c2ccco2)CC1
21) Cc1ccc(S(=O)(=O)N(C)C)cc1NC(=O)C(C)Sc1ccccc1 (stereo unspecified)
22) Cc1ccc(SC(CC(=O)c2ccc(C)cc2)C(=O)O)cc1 (stereo unspecified)
44) CCn1c(SCC(=O)Nc2nc3ccccc3s2)nnc1-c1ccc(OC)cc1
51) COc1cc(C(=O)NCc2nnc(SCC(=O)NC3CCCCC3)o2)cc(OC)c1OC

Assay by compound	1	10	18	21	22	44	51
DNA FID counter	-17	-27	-19	-15	1	-6	-25
HCV NS3 hel inh	3	19	-6	-5	6	-18	4
MEKK2wt PB1 HTS	103	103	82	99	101	96	96
MEKK3 PB1 HTS	101	101	97	102	104	100	98
CRFR2-BP antag	-5	-9	2	12	-7	3	3
UBC9 SUMO inh	0	23	-10	16	6	12	8
GalR3 antag	-1	-2	-7	-1	-2	0	-10
MEKK2 mut-MEK5	5	9	-9	-2	-1	-6	0
CRFBP-R2 agonist	-0.1	0.3	0.1	-1.1	1.9	-2.6	0.0
